# Wnt act: activators of Wnt/beta-catenin signaling | Wnt/beta-catenin reporter cell assay, activator, plate reader | activation, % at 9.35 µM | 300,000 tested, 1.2% active | AID 743398; in the data active = activation above about 30%, passing the limit was not always enough; inconclusive = no clear call, values can overlap the other calls;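 note: 0% = neutral control wells and 100% = positive control wells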
# AddAB inh: less growth of phage-infected E. coli with AddAB. inhibition, % at 11.9 µM. E. coli expressing H. pylori AddAB, absorbance growth. AID 435030. 330,000 tested, 0.29% active; in the data active = inhibition above about 12%;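 note: 0% = vehicle wells of infected cells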
# CAL PDZ FP-1: blocks peptide binding to the human CAL PDZ domain; Q9HD26; purified CAL PDZ, TMR-peptide fluorescence polarization, 1 h; inhibition, % at 24.9 µM; 300,000 tested, 0.92% active; AID 602252;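 active = mean inhibition of at least 30% with at least half of replicates also reaching 30%; inconclusive = no clear call, values can overlap the other calls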;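 note: 0% = DMSO neutral control and 100% = excess unlabeled competitor peptide PRC23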
# SR-BI uptake up: SR-BI HDL lipid transfer activation; AID 504775; activation, % at 12.5 µM; CHO ldlA[mSR-BI] cells, DiI-HDL uptake fluorescence, 3 h; 100 = double the neutral-control signal; 320,000 tested, 0.096% active;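 active = mean replicate activation of at least 60% and every replicate at or above 60%; inconclusive = mean or all-replicate condition met, but not both; inactive = mean below 60% and not all replicates reaching 60%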;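 note: 0% = median plate neutral-control signal and 100% = twice that signal; values of inactives mirror those of a sister screen read the other way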
#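 Test system: SR-BI-overexpressing, LDLR-lacking CHO cells. Measured by: DiI fluorescence, bottom read. Medium: Ham's F12 with 0.5% BSA, HEPES 25 mM, pH 7.4. Timing: 3 h uptake period with compound, 37 °C.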
# MITF TRPM1 HTS: increases MITF-driven TRPM1 promoter luciferase signal. SK-MEL-5 TRPM1-promoter luciferase, 24 h; % of positive control, neutral wells = 0. activation, % at 12.5 µM. 300,000 tested, 0.75% active;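 active = mean activation of at least 80% with every replicate also reaching 80%; inconclusive = mean reaches 80% but some replicate falls short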;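 note: 0% = neutral control wells and 100% = parthenolide positive control wells; values of inactives mirror those of a sister screen read the other way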
# Ecoli viability: bacterial growth inhibition, counter-screen for AddAB inhibitors. E. coli V3065 growth, OD600 absorbance, 18 h. inhibition, % at 11.9 µM. 330,000 tested, 0.27% active. AID 449728;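 active = inhibition above the campaign's mean inhibition across all tested compounds plus 3 SD, cut at about 9.9% in these data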;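 note: uninfected addAB+ strain grown without phage in ampicillin broth; 0% = DMSO wells and 100% = ciprofloxacin 0.95 µg/ml wells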
# SR-BI DiI inh: mouse SR-BI HDL lipid transfer inhibition; Q61009; ldlA[mSR-BI] CHO cells, DiI-HDL uptake fluorescence, 3 h; inhibition, % at 12.5 µM; 320,000 tested, 0.96% active; AID 488896;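 active = mean replicate inhibition of at least 70% and a set share of replicates each scoring 70 or more; inconclusive = meets just one of the two criteria; inactive = fails both criteria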;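 note: 0% = median of neutral control wells and 100% = median of positive control wells; values of inactives mirror those of a sister screen read the other way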
# Target sequence (Q61009 whole entry, looked up): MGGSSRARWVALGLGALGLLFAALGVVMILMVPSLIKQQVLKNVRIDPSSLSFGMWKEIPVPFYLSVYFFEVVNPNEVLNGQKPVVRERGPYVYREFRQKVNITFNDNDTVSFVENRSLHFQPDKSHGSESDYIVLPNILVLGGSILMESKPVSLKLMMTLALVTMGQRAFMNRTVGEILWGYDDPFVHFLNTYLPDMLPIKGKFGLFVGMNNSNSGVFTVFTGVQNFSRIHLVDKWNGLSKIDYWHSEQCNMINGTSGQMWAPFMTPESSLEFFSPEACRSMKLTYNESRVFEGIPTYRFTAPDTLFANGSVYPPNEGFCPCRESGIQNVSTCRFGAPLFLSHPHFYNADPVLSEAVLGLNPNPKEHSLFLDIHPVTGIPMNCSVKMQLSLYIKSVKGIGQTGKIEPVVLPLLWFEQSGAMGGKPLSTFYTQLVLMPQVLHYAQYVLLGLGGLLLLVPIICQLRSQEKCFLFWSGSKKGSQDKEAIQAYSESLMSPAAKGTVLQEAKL
# Tat transport: inhibitors of E. coli Tat protein transport; E. coli MC4100 TorA-mCherry Tat export, fluorescence; inhibition, % at 10 µM; 340,000 tested, 0.036% active;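 active = mean replicate inhibition at least 50% and at least half of replicates individually reaching 50%; inconclusive = only one of the two criteria met; inactive = neither criterion met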;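 note: exported cargo escapes ClpAP degradation while cytoplasmic cargo is degraded and loses fluorescence; 0% = median of neutral control wells and 100% = median of NaSCN control wells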
# CAL PDZ FP-2: blocks peptide binding to human CAL PDZ domain; inhibition, % at 20 µM; AID 504414; purified CAL PDZ, TMR-peptide fluorescence polarization, 1 h; Q9HD26; 330,000 tested, 0.02% active;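 active = highest replicate inhibition of at least 40%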;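 note: plate controls were DMSO neutral control wells for no effect and unlabeled competitor peptide control wells for full effect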
#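 Material: tagged CAL PDZ domain; buffer or medium: 25 mM sodium phosphate pH 7.4, 150 mM NaCl, TCEP, IgG, Thesit; compound dosing: single point, 20 µM; schedule: 1 h incubation at room temperature before polarization reading; measured by: FP readout, S and P plane fluorescence; read-out basis: percent inhibition from loss of millipolarization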
# phage Ecoli inh: E. coli growth loss with phage present. inhibition, % at 11.9 µM. 360,000 tested, 0.26% active. growth absorbance; in the data active = inhibition above about 11%
# An asterisk follows results filed as active; ? = inconclusive; nt = not tested or not shown. Not all compounds are listed; the hit share may differ from the screen's.
SMILES,Wnt act,AddAB inh,CAL PDZ FP-1,SR-BI uptake up,MITF TRPM1 HTS,Ecoli viability,SR-BI DiI inh,Tat transport,CAL PDZ FP-2,phage Ecoli inh
CCOc1ccc2c(c1)c(C(C)=O)c(C)n2Cc1ccco1,1,-0.9,-2,-41,-11,0.3,41,1,1.5,-1.0
Cc1ccc2ccccc2c1NC(=O)CNC1CCCCC1,0,0.4,1,-22,nt,0.8,22,-9,nt,1.7
COc1ccc(OC)c(CN2CCN(C(=O)COc3cccc(C)c3)CC2)c1,nt,-1.3,-4,-18,2,2.7,18,5,nt,-0.8
CC(=O)OC1N=C(c2ccccc2)c2ccccc2NC1=O (centres undefined),-2,0.6,-2,34,-15,3.0,-34,1,-3.0,2.1
COc1ccc(C(=O)C2CCCN(Cc3ccsc3)C2)cc1OC (centres undefined),-4,2.8,3,15,9,-0.2,-15,0,-1.6,2.3
CC1=CC2OC3CC4OC(=O)C=CC=CC(C(C)O)OCC(O)C5(C)OC5C(=O)OCC2(CC1O)C4(C)C31CO1 (centres undefined),-9,nt,0,-5,nt,nt,5,3,-1.4,2.6
CCOc1ccc(N)cc1,0,nt,-2,27,15,nt,-27,1,0.3,2.1
C=CCc1cc(OC)c2c(c1)OCO2,-2,1.3,1,-3,-8,-0.3,3,6,0.0,2.0
CCOS(C)(=O)=O,0,1.4,-2,-10,10,-1.1,10,-1,-0.2,0.6
OCCN(CC#CC(O)(c1ccccc1)C1CCCC1)CCO (centres undefined),nt,1.0,2,8,3,-0.9,-8,-4,nt,0.2
CC1=CC(=O)OC2CC3OC4C[C@@H](C)C5OC6CC7O[C@]8(C)C/C=C\C9OC%10CC%11OC(CC(C)C%12OCCO%12)CC(O)[C@]%11(C)OC%10CC9OC8C[C@]7(C)O[C@]6(C)CCC5OC4C[C@]3(C)OC12 (some centres undefined),nt,0.1,-1,16,4,0.8,-16,0,0.7,nt
CCNc1nc2[nH]c(=O)c3c(c2s1)OC(N)=C(C#N)C3c1cccs1 (centres undefined),nt,3.0,-1,16,21,0.5,-16,3,nt,4.0
COC(=O)C1=CO[C@@H](C)[C@H]2CN3CC[C@]4(C(=O)Nc5ccccc54)[C@@H]3C[C@H]12,0,1.9,-3,18,14,-1.8,-18,-12,0.4,1.4
CCOc1cc2c(cc1OCC)-n1cccc1C(c1cccc(F)c1F)NC2 (centres undefined),2,2.1,-5,-19,-9,-0.5,19,-2,0.6,3.0
CN1C(=O)C(=Cc2ccc(N3CCCCCC3)o2)C(=O)N(C)C1=S,-2,0.2,-3,-21,nt,-1.8,21,-6,-1.3,0.6
C=CCn1c(O)c(C(CC)=NC(C)c2ccccc2)c(=O)[nH]c1=O (centres undefined),nt,3.4,-1,-7,nt,-0.2,7,-1,-1.2,3.3
COc1cc2c(c(OC)c1OC)-c1ccc(O)cc1C(NC(C)=O)CC2 (centres undefined),-10,nt,2,-5,-60,nt,5,-3,0.0,2.1
CCC(C)C12CN3CCN(CC(C)(C3)C1O)C2 (centres undefined),1,-0.5,-4,39,2,-3.6,-39,-5,-1.0,1.4
O=C1NC(=O)N(CC2CCCO2)C(=O)/C1=C/c1cccs1 (centres undefined),14,-2.3,-12,10,nt,-1.9,-10,-6,-0.2,3.0
CN1C(=O)C[N+]([O-])=C(c2ccccc2)c2cc(Cl)ccc21,-7,nt,nt,4,-6,nt,-4,-13,0.5,1.2
CCCCn1c(O)c(C(CC)=NCCCN(C)C)c(=O)[nH]c1=O,nt,1.3,nt,8,-8,-2.6,-8,-3,-0.4,3.2
COC(=O)C1=C(c2ccc(OCc3ccccc3)cc2)C[C@@H]2CC[C@H]1N2C(=O)NCc1cccc(OC)c1,-2,1.8,-1,-43,1,3.7,43,9,0.3,-3.0
NCCc1ccc(OCc2ccccc2)c(OCc2ccccc2)c1,-6,1.1,nt,-5,-97,-1.7,5,0,-0.6,-0.8
COC(=O)C1C2c3ccccc3OC1(C)N=c1s/c(=C/c3cnn(C)c3)c(=O)n12 (centres undefined),-4,0.7,-8,18,-4,2.2,-18,0,-1.2,2.2
CC1CN(c2ccc([N+](=O)[O-])c3cccnc23)CC(C)N1 (centres undefined),nt,-1.7,12,-1,-6,1.4,1,-4,-0.3,-0.1
# Other results:
SMILES,Wnt act,AddAB inh,CAL PDZ FP-1,SR-BI uptake up,MITF TRPM1 HTS,Ecoli viability,SR-BI DiI inh,Tat transport,CAL PDZ FP-2,phage Ecoli inh
CN(C)C(=O)Oc1cc(=O)n2c3c(cccc13)CCC2,-5,5.0,0,3,4,-0.5,-3,4,-0.7,1.5
CCOC(=O)C1=C(N)OC2=C(C(=O)CC(C)(C)C2)C12C(=O)Nc1ccccc12 (centres undefined),5,0.2,-2,3,-15,-0.4,-3,1,-2.5,1.2
COC(=O)C1=C(c2ccc(Cl)c(C(F)(F)F)c2)C[C@@H]2CC[C@H]1N2C(=O)NCc1ccc2c(c1)OCO2,57*,0.4,-3,-2,0,0.7,2,10,0.1,3.2
CC1CC(C)CN(CC(=O)c2ccc(OC(F)F)cc2)C1 (centres undefined),-1,3.6,-2,-8,9,0.4,8,1,-2.1,5.6
CC(C(=O)c1cn(C)c2ccccc12)c1ccccc1 (centres undefined),-1,1.8,-5,-6,6,-0.9,6,-2,-1.0,3.9
COC1=CC(=O)[C@]2(C=C1OC)OC[C@@H]1Oc3c(ccc4c3C=CC(C)(C)O4)C(=O)[C@@H]12,-6,0.1,nt,nt,nt,1.0,nt,nt,nt,1.3
O=S(=O)(c1ccc(O)cc1)c1ccc(O)cc1,1,-1.5,nt,14,2,1.4,-14,-12,-1.0,0.9
N[C@@H](Cc1c[nH]c2ccccc12)c1nnc(SCc2ccccc2F)o1,-6,3.2,14,-22,0,2.0,22,-2,0.0,3.0
O=C1C2CCN(CC2)C1Cc1ccc(OCc2ccccc2)cc1 (centres undefined),0,4.6,4,19,-2,0.1,-19,-5,-1.2,3.4
COc1cccc(C(=O)C2CCCN(Cc3cccc4c3OCO4)C2)c1 (centres undefined),nt,1.2,-2,-2,-12,0.2,2,-5,-1.9,2.8
O=C(C1CCN(c2nc3ccc(Br)cc3s2)CC1)N1CCC2(CC1)OCCO2,nt,0.2,-2,-2,19,-3.0,2,18,-1.4,2.4
Cc1ccc(-n2nc(C)cc2NC(=O)COc2cc(C)cc3oc(=O)c4c(c23)CCC4)cc1,nt,2.6,nt,-29,-11,-1.4,29,6,-2.6,3.2
C[C@@H]1O[C@@H](O[C@@H]2C=C3CCC4C(CC[C@]5(C)[C@@H](c6ccc(=O)oc6)CC[C@]45O)[C@@]3(C)CC2)[C@H](O)[C@H](O)[C@H]1O (some centres undefined),-1,-0.6,-3,8,-80,-0.2,-8,6,-0.6,3.5
Cc1c(N=Cc2c(O)n(CCc3ccccc3)c(=O)[nH]c2=O)c(=O)n(-c2ccccc2)n1C,nt,5.6,0,-12,-2,-0.1,12,-5,-0.5,2.6
COc1ccc(C2C(C(=O)N3CCC4(CC3)OCCO4)c3cc(OC)c(OC)cc3C(=O)N2C)cc1 (centres undefined),-3,4.2,-3,16,6,-1.2,-16,-5,-2.0,4.8
COC(=O)C1C2c3ccccc3C(c3ccccc32)C1C(=O)OC (centres undefined),1,1.5,-7,5,-6,0.8,-5,11,-3.0,5.5
CCC1=CCN(CCc2c(C)[nH]c3ccccc23)CC1,1,2.0,2,-15,16,1.3,15,-2,0.5,-0.3
COC(=O)c1c(C)n(Cc2ccccc2)c2ccc(O)cc12,-2,-4.6,-3,-13,-14,0.7,13,-3,0.7,3.5
C#C[C@]1(O)CC[C@H]2[C@@H]3CCC4=Cc5nc6nc7ccccc7n6cc5C[C@]4(C)[C@H]3CC[C@@]21C,-3,-0.1,-3,-28,5,-2.8,28,-17,-5.1,2.9
O=C1NC(=O)N(Cc2ccccc2)C(=O)/C1=C/C=C/c1ccco1,9,2.3,7,nt,-88,0.5,nt,2,-4.3,4.4
COc1ccc(CC(=O)N(C)C2CCCN(Cc3ccccc3F)C2)cc1OC (centres undefined),-2,3.3,-2,50,-22,1.0,-50,?,-0.4,3.2
COC(=O)C1=C(c2cc3ccccc3o2)C[C@@H]2CC[C@H]1N2C(=O)NC(C)C,-2,3.6,-2,4,-6,-1.3,-4,7,-0.2,0.0
CC[C@H](C)/C=C(C)/C=C/C1=CC2=C(Cl)C(=O)[C@](C)(OC(C)=O)C(=O)C2=CO1,nt,2.1,-1,-19,nt,0.8,19,0,9.3,nt
COc1ccc(CC2c3cc(OC)c(OC)cc3CCN2C)cc1OC (centres undefined),-1,5.2,3,24,5,0.5,-24,-2,-0.5,3.7
O=C1NC(=O)C(=Cc2c(Cl)cccc2Cl)C(=O)N1,-4,nt,3,8,-19,nt,-8,0,-0.3,-3.3
# New compounds follow
SMILES,Wnt act,AddAB inh,CAL PDZ FP-1,SR-BI uptake up,MITF TRPM1 HTS,Ecoli viability,SR-BI DiI inh,Tat transport,CAL PDZ FP-2,phage Ecoli inh
CC(CC(C#N)(c1ccccc1)c1ccccc1)N(C)C (centres undefined),1,-2.4,-1,11,5,-1.8,-11,-3,0.9,3.0
Cc1ccc(-n2c(O)c(/C=N/N3CCOCC3)c(=O)[nH]c2=S)cc1,11,-0.1,1,9,2,-0.6,-9,0,-0.4,1.4
COc1ccc(CCn2c(O)c(/C=N/N3CCCCC3)c(=O)[nH]c2=O)cc1OC,-3,1.6,-5,13,4,-1.2,-13,-7,-0.6,0.0
COc1cc(CN2CCNCC2)cc(OC)c1OC,3,0.2,-2,24,-8,0.0,-24,-3,0.5,2.5
O=C(Cc1cc(=O)[nH]c(=O)[nH]1)N1CCN(CCO)CC1,-3,nt,4,21,nt,nt,-21,-2,-1.6,2.2
O=[N+]([O-])c1ccc(N2CCNCC2)cc1N1CCCCC1,-2,-1.7,-2,-58,-4,-0.4,58,4,-1.0,3.0
CC(C)(O)C1C2OC(=O)C1C1(O)CC3OC34C(=O)OC2C14C (centres undefined),-2,nt,-2,4,-3,nt,-4,-16,-0.9,2.7
CC1CCN(C(=O)CCl)CC1,-3,-1.8,-4,2,4,-0.7,-2,5,-2.3,2.0
COP(=S)(OC)c1c(C)nn(CCC#N)c1NC(=O)c1ccc(Cl)cc1,-4,3.9,-5,nt,7,-0.8,nt,0,-1.0,1.5
CC(CN1CCOCC1)OC(=O)Cc1ccccc1 (centres undefined),-1,3.6,-5,10,-1,-1.9,-10,-7,-1.7,2.1
Cc1nc2c(c(C)nn2-c2ccccc2)c(C)c1CCC(=O)N1CCC2(CC1)OCCO2,nt,4.9,0,1,6,-0.8,-1,4,-0.2,nt
CCC1=C(C)C(N2CCOCC2)=NP(N2CCOCC2)(N2CCOCC2)=N1,nt,-1.5,-2,15,-5,-2.9,-15,5,-2.3,1.3

# High-throughput results deposited in PubChem BioAssay by several laboratories.
